Screening results as filed in PubChem.
TLR4-MyD88 BLA: TLR4-MyD88 interaction inhibition in cells; HeLa CL3-4 TLR4/MyD88 BLA complementation, FRET ratio; inhibition, % at 8.4 µM; 200,000 compounds, 0.18% hits; AID 861; in the data active = inhibition above about 25%;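 note: 0% = vehicle and 100% = reference inhibitor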
Target sequence (O00206 whole entry, looked up): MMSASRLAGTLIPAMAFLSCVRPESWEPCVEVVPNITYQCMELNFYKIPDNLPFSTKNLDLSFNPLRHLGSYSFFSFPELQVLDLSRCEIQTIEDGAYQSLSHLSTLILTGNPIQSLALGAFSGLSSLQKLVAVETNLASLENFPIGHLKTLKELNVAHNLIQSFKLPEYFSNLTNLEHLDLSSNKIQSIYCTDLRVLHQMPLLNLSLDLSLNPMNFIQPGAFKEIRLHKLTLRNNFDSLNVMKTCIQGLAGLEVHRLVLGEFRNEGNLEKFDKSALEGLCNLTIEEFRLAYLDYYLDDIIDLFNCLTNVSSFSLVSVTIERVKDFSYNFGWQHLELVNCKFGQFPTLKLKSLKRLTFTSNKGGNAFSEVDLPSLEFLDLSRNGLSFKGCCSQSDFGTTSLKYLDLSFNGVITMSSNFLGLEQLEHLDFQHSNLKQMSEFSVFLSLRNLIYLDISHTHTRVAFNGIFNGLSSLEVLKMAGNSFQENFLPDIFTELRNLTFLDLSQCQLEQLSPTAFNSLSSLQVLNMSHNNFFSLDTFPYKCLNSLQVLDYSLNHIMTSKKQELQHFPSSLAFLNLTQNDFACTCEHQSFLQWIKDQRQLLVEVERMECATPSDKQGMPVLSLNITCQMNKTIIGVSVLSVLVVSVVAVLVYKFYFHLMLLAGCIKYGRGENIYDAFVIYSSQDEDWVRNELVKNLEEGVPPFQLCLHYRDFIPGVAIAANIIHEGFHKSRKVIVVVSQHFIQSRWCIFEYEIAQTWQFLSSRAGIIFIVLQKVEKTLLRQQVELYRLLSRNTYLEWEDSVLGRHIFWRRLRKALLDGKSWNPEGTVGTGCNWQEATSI
Target sequence (Q99836 whole entry, looked up): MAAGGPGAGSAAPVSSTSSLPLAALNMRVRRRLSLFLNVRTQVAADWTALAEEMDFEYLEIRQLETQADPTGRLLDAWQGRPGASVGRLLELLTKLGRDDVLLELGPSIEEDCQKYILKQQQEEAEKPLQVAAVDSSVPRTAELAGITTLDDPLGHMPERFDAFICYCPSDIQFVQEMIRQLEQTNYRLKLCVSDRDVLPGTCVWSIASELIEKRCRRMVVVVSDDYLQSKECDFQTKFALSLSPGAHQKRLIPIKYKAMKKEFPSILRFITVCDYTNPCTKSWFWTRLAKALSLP
Hsp70 activator: Hsp70 transcriptional activation, primary screen; AID 1203; activation, % at 10 µM; HeLa Hsp70 promoter luciferase reporter, luminescence; scaled: vehicle 0, proteasome-inhibitor control 100%; 200,000 compounds, 0.04% hits;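 active = activation above the mean across all tested compounds plus 3 SD, cutoff set per campaign, cut at about 5.5% in these data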;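 note: 100% = MG132 at 30 µM as the positive control and 0% = DMSO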
STAT3 activator: increases IL-6 driven STAT3 reporter signal; U3A cells, IL-6 STAT3-luciferase reporter, luminescence; 100% = signal with IL-6 EC80 alone; 190,000 compounds, 0.91% hits; activation (% of control), % at 5.6 µM;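 active = activation above the screen-wide mean of compound activation plus 3 SD, cut at about 130% in these data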;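 note: 0% = background luminescence of wells with medium and substrate only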
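Material: human U3A cells carrying STAT3-luciferase construct. Measured by: reporter luminescence signal. Timing: compound 1 h, then IL-6 6 h at 37 °C.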
STAT1 inh: STAT1 signaling inhibition | AID 920 | inhibition, % at 5.5 µM | 200,000 compounds, 0.35% hits | NIH 3T3 STAT1-luciferase reporter, IFN-gamma, luminescence;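 active = inhibition above a set limit, the mean inhibition across all tested compounds plus 3 SD, cut at about 34% in these data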;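 note: 0% = IFN-gamma with DMSO and 100% = IFN-gamma with 300 µM nifuroxazide; values of inactives mirror those of a sister screen read the other way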
Diaphorase inh: diaphorase inhibition or chemical oxidation counter-screen | diaphorase resazurin-to-resorufin fluorescence, NADH, 16 min; bacterial (C. kluyveri) enzyme, not human | 190,000 compounds, 0.69% hits | AID 1217 | inhibition, % at 20 µM;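 active = primary screen inhibition at 20 µM above a set limit, cut at about 50% in these data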;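 note: plate controls were DMSO with full reaction for no effect and wells lacking NADH for full effect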
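Assay system – diaphorase enzyme from Clostridium kluyveri · Amount – diaphorase 0.14 U/mL (working solution) · Times – reaction incubation of 16 min at room temperature · Controls – No-NADH positive control and DMSO neutral control · Signal – resorufin fluorescence 544/590 nm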
STAT3 blocker: STAT3 signaling inhibition; U3A cells, IL-6 STAT3-luciferase reporter, luminescence; host cell line lacks STAT1; inhibition, % at 5.5 µM; 190,000 compounds, 0.89% hits; AID 862;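 active = inhibition above the mean inhibition across all screened compounds plus 3 SD, cut at about 44% in these data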;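 note: 0% = DMSO only wells and 100% = 100 µM nifuroxazide control wells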
G6PDH counter: L. mesenteroides G6PDH inhibition counter-screen; 200,000 compounds, 0.12% hits; Purified L. mesenteroides G6PDH, diaphorase/resazurin coupled fluorescence, 45 min; inhibition, % at 5 µM; in the data active = inhibition above about 50%
STAT1 activator: increases IFN-gamma driven STAT1 reporter signal. NIH 3T3 STAT1-luciferase reporter, luminescence; 100% = IFN-gamma alone, no compound. activation (% of control), % at 5.5 µM. 200,000 compounds, 2.6% hits. AID 932;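 active = activation above the screen-wide mean activation plus 3 SD, cut at about 130% in these data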;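 note: raw ratio to IFN-gamma control signal so 100% means no change and 0% no light; values of inactives mirror those of a sister screen read the other way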
APP 5UTR inh: APP translation inhibition. SH-SY5Y APP 5'UTR-luciferase reporter, luminescence. inhibition, % at 2 µM. 190,000 compounds, 0.82% hits. AID 1285;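 active = inhibition above a set limit, derived from the sample mean plus 3 SD, cut at about 45% in these data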; note: values of inactives mirror those of a sister screen read the other way
Diaphorase act: diaphorase activation or chemical reduction counter-screen; AID 1229; activation factor at 20 µM; 190,000 compounds, 0.005% hits; Diaphorase/resazurin coupled assay, resorufin fluorescence, 16 min; hits give high values; 1 = vehicle wells, 0 = NADH-free wells;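 active = diaphorase activity raised at least twofold by the compound at 20 µM; inactive = activation factor below 2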
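Material: purified diaphorase enzyme from Clostridium kluyveri / Medium: HEPES pH 7.4 buffer with MgCl2 and Tween 20 / Schedule: enzyme reaction of 16 min at room temperature / Measured by: resorufin fluorescence, excitation 544 nm, emission 590 nm / Evaluation: rise in resorufin formation, marking diaphorase activation or chemical reduction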
* = called active by the depositor; . = not tested or not shown. An unsorted share of the library (roughly 6.1% active in at least one column).

Structure	TLR4-MyD88 BLA	Hsp70 activator	STAT3 activator	STAT1 inh	Diaphorase inh	STAT3 blocker	G6PDH counter	STAT1 activator	APP 5UTR inh	Diaphorase act
O=C(NCC(c1cccnc1)N1CCOCC1)Nc1ccccc1 (centres undefined)	-4	0.3	101	-4	10	2	3	104	4	0.9
CCCCCCCC(=O)NN=C1CCN(Cc2ccccc2)CC1	-2	-0.1	104	-7	14	-2	2	107	9	0.9
Cc1ccc(C)n1-c1ccc(-c2ccn[nH]2)cc1	12	-0.4	104	-11	2	-1	0	110	-24	1
CCC(C)c1ccc(OCCn2ccnc2)cc1 (centres undefined)	2	-0.2	82	5	6	25	5	96	-1	0.9
CC(=O)Nc1ccc(C(=O)OCc2ccc(F)cc2Cl)cc1	-2	-0.4	90	3	11	19	6	98	-9	0.9
O=C(c1ccc(Cl)s1)N1CCc2ccccc21	5	0.1	112	-56	10	-13	3	144*	-121	0.9
CCC(=O)N(Cc1cc2cccc(C)c2[nH]c1=O)c1ccccc1OC	6	-0.4	100	8	13	4	6	93	0	0.9
CC(C)n1nnnc1-c1cccc(Cl)c1	3	-0.3	96	8	10	12	9	92	-5	0.9
COc1cnc(-c2ccccn2)nc1Oc1ccccc1Cl	-6	-0.1	117	2	-5	-15	9	98	.	1
O=c1[nH]c2cc3c(cc2cc1C(c1nnnn1C1CCCCC1)N1CCSCC1)OCCO3 (centres undefined)	3	0.1	107	3	18	-6	3	97	6	0.8
CC1CCCCC1NC(=O)/C=C/c1nc2ccccc2s1 (centres undefined)	-1	0.0	100	-17	1	8	1	117	16	1
O=C(Nc1nccs1)C1CCN(S(=O)(=O)c2ccc(Cl)c(C(F)(F)F)c2)CC1	8	-0.2	103	7	3	0	8	93	2	1
CCOC(=O)C1=C(O)/C(=C/c2ccc(-c3ccccc3C(=O)O)o2)SC1=Nc1ccc(OC)cc1	-2	-0.5	105	-2	34	-6	0	102	6	0.7
C=CCn1c(SCc2nc3ccccc3[nH]2)nnc1-c1ccccn1	-6	-0.5	111	12	1	-13	10	89	12	1
COc1ccc2c(c1)CC(=O)NC=C2	11	0.1	91	0	34	20	8	99	0	0.7
CC(C)(C)CC(C)(C)NCC(O)COc1c(F)cc(Br)cc1F (centres undefined)	9	-0.3	105	-4	4	0	-4	103	5	1
Cc1nc(C)c(CCNC(=O)c2cccc(Cl)c2)s1	-4	0.0	101	0	19	2	-12	100	9	0.8
COc1ccc(CCNC(=O)Nc2ccccc2[N+](=O)[O-])cc1	-8	0.0	87	-24	5	17	4	123	-49	1
CC(=O)Nc1ccc(OCC(O)Cn2c(C(C)C)nc3ccccc32)cc1 (centres undefined)	-9	-0.1	92	6	-1	12	14	95	-18	1
O=C(C1CC1)N(CCN(Cc1ccccc1)C(=O)C1CC1)Cc1ccccc1	5	-0.2	113	1	7	-16	-1	99	-2	0.9
Cc1ccc(C(=O)/C=C/c2ccc3c(c2)OCO3)o1	3	-0.1	94	-5	15	10	-30	105	-21	0.9
CCOc1cccc(-c2nnc3sc(-c4cc(OC)c(OC)c(OC)c4)nn23)c1	-6	-0.1	101	-2	18	3	5	103	12	0.8
COCCNC(=O)CSc1nnc(-c2ccccc2F)n1Cc1ccccc1	-2	-0.3	104	1	9	1	16	98	4	0.9
COc1ccc2[nH]c(=O)c(CN(Cc3cccnc3)C(=S)NCC3CCCO3)cc2c1 (centres undefined)	-9	-0.2	99	4	35	6	14	95	3	0.7
CCc1c(C)nc(SCC(=O)CC(=O)OC(C)C)c(C#N)c1C	-5	0.1	81	5	12	24	7	95	7	0.9
Cc1ccc(N2C(=O)c3ccc(C(=O)Nc4cccnc4)cc3C2=O)c(C)c1	-7	-0.2	90	-1	10	17	12	101	8	0.9
O=C(CSc1nnc(-c2ccco2)o1)NC1CC2CCC1C2 (centres undefined)	7	-0.3	92	3	13	12	8	94	-13	0.9
CCOC(=O)c1c(NC(=O)CSc2nnc(CNc3ccc(C)cc3C)o2)sc(C)c1C	10	0.1	101	5	19	2	4	96	-5	0.8
CC(=O)O[C@@H]1C[C@H]2C(C)(C)C(=O)C=C[C@]2(C)[C@H]2CC[C@@]3(C)[C@H](c4ccoc4)OC(=O)[C@H]4O[C@]43[C@@]21C	-9	-0.1	96	1	11	2	18	99	-9	0.9
CCC(c1nnc(SCC(=O)Nc2ccc(Cl)cc2C(F)(F)F)n1C1CCCCC1)N(C)C (centres undefined)	4	-0.4	104	-6	16	-10	-3	105	-12	0.8

Rewritten as labelled records: two of the compounds above
Cc1ccc(N2C(=O)c3ccc(C(=O)Nc4cccnc4)cc3C2=O)c(C)c1
  TLR4-MyD88 BLA: -7
  Hsp70 activator: -0.2
  STAT3 activator: 90
  STAT1 inh: -1
  Diaphorase inh: 10
  STAT3 blocker: 17
  G6PDH counter: 12
  STAT1 activator: 101
  APP 5UTR inh: 8
  Diaphorase act: 0.9
COc1ccc(CCNC(=O)Nc2ccccc2[N+](=O)[O-])cc1
  TLR4-MyD88 BLA: -8
  Hsp70 activator: 0.0
  STAT3 activator: 87
  STAT1 inh: -24
  Diaphorase inh: 5
  STAT3 blocker: 17
  G6PDH counter: 4
  STAT1 activator: 123
  APP 5UTR inh: -49
  Diaphorase act: 1

The list continues.
Structure	TLR4-MyD88 BLA	Hsp70 activator	STAT3 activator	STAT1 inh	Diaphorase inh	STAT3 blocker	G6PDH counter	STAT1 activator	APP 5UTR inh	Diaphorase act
CCNC(=O)CCn1nc(-c2ccc(Cl)cc2)c2ccccc2c1=O	2	-0.5	100	-1	2	7	2	101	4	1
CCN(CCCNC(=O)c1[nH]c(C)c(C(C)=O)c1C)c1ccccc1	9	0.1	96	3	-6	10	-22	98	0	1.1
Cc1[nH]nc(N2CCCCC2)c1[N+](=O)[O-]	3	-0.3	95	-4	8	6	-11	104	-6	0.9
CC1=C(OC(=O)c2ccccc2)C(C)(C)C(c2ccccc2)OC1=O (centres undefined)	1	-0.2	102	2	9	-2	5	100	.	0.9
CNC(=O)c1ncnnc1N(C)C(=O)NCc1ccccc1	3	-0.3	104	0	-6	2	2	100	-2	1.1
Nn1c(SCc2nc3ccccc3[nH]2)nnc1-c1ccccc1	2	0.5	105	11	-4	-2	4	90	-14	1
CC(OC(=O)c1cccc(N2C(=O)c3ccccc3C2=O)c1)C(=O)Nc1ccc(N(C)C)cc1 (centres undefined)	-8	-0.2	104	-11	11	-5	-4	110	-11	0.9
CC1Cc2ccccc2N1CC(=O)NC(=O)NC1CCCC1 (centres undefined)	15	-0.4	107	9	17	-4	9	92	-9	0.8
CC1=CC(C)(C)N(S(=O)(=O)c2ccc(C)cc2)c2ccccc21	14	-0.1	108	1	24	-13	1	99	20	0.8
O=C(NCCCc1ccccc1)c1ccccc1O	11	-0.3	102	2	-12	-1	0	99	5	1.1
CCc1c(C)sc(NC(=O)c2cc(-c3ccco3)on2)c1C#N	1	3.4	89	0	15	14	4	100	-12	0.9
O=C1NC(=S)/C(=C\c2ccc(-c3ccccc3Cl)o2)S1	2	0.2	104	0	45	-2	9	100	11	0.6
COc1ccc(NC(=O)C(NC(=O)Cc2cccs2)c2ccccc2)cc1 (centres undefined)	14	-0.2	89	-5	-6	12	-11	105	-18	1.1
CCCCCCCC(=O)OC(CN1CCCCC1)CN1CCCC1=O (centres undefined)	0	-0.3	103	0	8	-3	2	105	8	0.9
O=C(CC1C(=O)NCCN1Cc1ccc(F)c(F)c1)NCCCn1ccnc1 (centres undefined)	8	-0.1	98	-4	-14	5	15	102	-16	1.1
COC(=O)COc1ccc(S(=O)(=O)Nc2cc(OC)ccc2OC)cc1	7	-0.4	101	-3	-7	-2	4	103	-2	1.1
CCOc1ncccc1C(=O)OCC(=O)c1ccc(C)c(C)c1	2	0.0	110	-10	2	-8	0	107	4	1
Cc1cc(C(=O)COC(=O)c2ccc([N+](=O)[O-])o2)c(C)n1CC1CCCO1 (centres undefined)	11	-0.2	101	10	4	1	7	89	-3	1
O=C(Nc1ccccc1)Nc1cccc(Cl)c1Cl	3	-0.2	126	-18	18	-19	7	116	-55	0.8
CCCCCCc1c(C)nc(-n2[nH]c(C)c(CCO)c2=O)[nH]c1=O	-12	-0.1	95	-3	4	14	2	102	15	1
Cc1cccc(-n2c(N)c(C(=O)NCCN3CCOCC3)c3nc4ccccc4nc32)c1	8	-0.3	105	5	18	-2	-4	97	4	0.8
O=C(NC1CCCCCC1)C1CCN(S(=O)(=O)c2ccccc2)CC1	5	-0.3	101	-2	9	3	10	102	-5	0.9
CNc1nc(SCC(=O)OC)nc(N2CCOCC2)n1	-5	-0.4	103	-7	-7	3	5	107	-5	1.1
Cc1c(Cl)c(C(=O)NC2CCCC2)nn1C	-3	-0.6	100	1	-8	3	5	99	7	1.1
O=C(/C=C/c1ccc(F)cc1)Nc1cc(S(=O)(=O)N2CCOCC2)ccc1N1CCCC1	-4	-0.4	108	8	9	-15	-10	92	21	0.9
O=c1oc(-c2cccs2)nc2sc3c(c12)CCC3	3	-0.4	98	2	12	9	5	98	10	0.9
CCCc1nc(SC2CCCC2)c2c(=O)n(C)c(=O)n(C)c2n1	.	.	.	.	28	.	-34	.	-13	0.7
CC12CN3CC(C)(CN(C1)C3c1ccc3ccccc3c1O)C2=O (centres undefined)	-7	-0.4	114	3	28	-9	32	97	21	0.7
O=C(/C=C/c1ccncc1)c1ccc2c(c1)OCCO2	15	-0.4	97	12	-1	6	18	87	-1	1
CC1CCCN(C(=O)c2ccccc2OC2CCN(S(C)(=O)=O)CC2)C1 (centres undefined)	0	0.1	107	-1	12	-4	10	100	-8	0.9
Cc1ccc(S(=O)(=O)NNC(=O)CCC(=O)Nc2ccccc2)cc1	7	-0.3	105	1	2	4	10	94	-19	1
O=C(COc1ccccc1F)Nc1ccc(S(=O)(=O)NCc2ccco2)cc1	-3	-0.1	100	-4	17	3	4	104	-12	0.8
CCOc1ccc(NC(=O)NCc2cccnc2)cc1	1	-0.2	98	-3	16	7	15	102	5	0.8
COc1cc(C(c2c(C)[nH][nH]c2=O)c2c(C)[nH][nH]c2=O)cc(OC)c1OC	-7	0.0	105	-15	18	2	23	112	-24	0.8
CCSCCOC(=O)C1=C(C)NC(=O)NC1c1ccccc1 (centres undefined)	-16	-0.3	95	7	15	12	-1	93	0	0.8
OC(C#CCN1CCCC1)(c1ccccc1)c1cccc(F)c1 (centres undefined)	-7	-0.1	98	5	-6	11	9	96	-9	1.1
COC(=O)c1ccc(C)c(NC(=O)CCc2cc(OC)c(OC)c(OC)c2)c1	-2	0.1	99	-1	18	4	-17	101	0	0.8
CCOC(=O)NN1C(=O)c2ccccc2NC1c1ccc(N(C)C)cc1 (centres undefined)	-7	0.0	102	-12	-4	0	12	111	5	1
